Screens (PubChem)
TAG inh: inhibitors of triacylglycerol accumulation, primary screen, cell-based, uHTS, fluorescence, H9c2; inhibition, % at 12.5 µM; H9c2 cells, Nile Red lipid (TAG) fluorescence; cells loaded with 200 µM oleic acid; 0.66% of 230,000 active; AID 651582, 2012;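 active = pattern-corrected inhibition of lipid staining of at least 50% with the nuclear-stain viability signal not falling by more than 50%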;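 also: 0% = DMSO wells and 100% = triacsin C control wells; some results filed as inactive read as strong as hits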
TAG inh DAPI viability: recorded beside TAG inh, whose call it bears; DAPI nuclei signal change (viability), lower = more cytotoxic, %;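 whole-well DAPI fluorescence read on a plate reader as a viability signal; minus 50 percent equals half of cells still viable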
Numbers without * were called inactive.

SMILES | TAG inh | TAG inh DAPI viability
CCOc1ccc(C(=O)CCC(=O)NNC(=O)CCN2CCN(c3ccccc3)CC2)cc1 | -16 | 0
Cc1occc1C(=O)N1CCN(c2ccc([N+](=O)[O-])cc2)CC1 | -25 | -3
COc1cc(NC(=O)CN2C(=O)COc3ccccc32)cc(OC)c1 | -7 | 10
CC(=O)Nc1cccc(-c2csc(Nc3ccc(Cl)cn3)n2)c1 | 4 | 3
COc1ccc(Cl)cc1-c1nc(SCC(=O)NC2CCS(=O)(=O)C2)n[nH]1 (configuration not stated) | -9 | 0
O=C(NCCC(=O)N1CCCC1)c1ccccc1Cl | 7 | -4
CCOC(=O)c1ccccc1NC(=O)COC(=O)C(CC(C)C)NC(N)=O (configuration not stated) | -13 | 5
CN1C=CC(=O)[C@@H](OC(=O)Nc2ccc(Br)cc2)[C@H]1c1ccccc1Br | -2 | -20
O=C1OCc2ccc(NC(=O)C3CC3)cc21 | 60 | -51
Cc1cccc(CSc2ccc3nnc(-c4ccccn4)n3n2)c1 | 8 | -1
O=C(O)c1ccc(N/C(=N\S(=O)(=O)c2ccc(Cl)cc2)c2ccccc2)cc1 | -2 | 6
Cc1cccc(C(=O)NNC2=C(C(=O)C(F)(F)F)CCC2)c1O | -16 | -3

The last 7 records of the part before are carried over, then new ones follow:
SMILES | TAG inh | TAG inh DAPI viability
O=C(NCCC(=O)N1CCCC1)c1ccccc1Cl | 7 | -4
CCOC(=O)c1ccccc1NC(=O)COC(=O)C(CC(C)C)NC(N)=O (configuration not stated) | -13 | 5
CN1C=CC(=O)[C@@H](OC(=O)Nc2ccc(Br)cc2)[C@H]1c1ccccc1Br | -2 | -20
O=C1OCc2ccc(NC(=O)C3CC3)cc21 | 60 | -51
Cc1cccc(CSc2ccc3nnc(-c4ccccn4)n3n2)c1 | 8 | -1
O=C(O)c1ccc(N/C(=N\S(=O)(=O)c2ccc(Cl)cc2)c2ccccc2)cc1 | -2 | 6
Cc1cccc(C(=O)NNC2=C(C(=O)C(F)(F)F)CCC2)c1O | -16 | -3
CC1CCc2[nH]c3ccc(C(=O)N(C)CC(=O)Nc4ccccc4C(F)(F)F)cc3c2C1 (configuration not stated) | -5 | -1
Cc1ccc(OCCCC(=O)N(C)CC(=O)Nc2ccccc2Br)cc1 | 2 | 5
CCN1C(=O)[C@H]2[C@@H](c3ccc(-c4cccc(Cl)c4)cc3)N[C@@](CC(C)C)(C(=O)OC)[C@H]2C1=O | 29 | -8
O=C(Nc1ccc(N2CCN(Cc3ccccc3F)CC2)cc1)c1ccc([N+](=O)[O-])o1 | 102 | -51
CC(C)=CCC/C(C)=C/Cc1c(O)ccc(C(=O)/C=C/c2ccc(O)cc2)c1O | -14 | 10
CC(C)C#Cc1ccc2c(c1)O[C@@H](CN(C)C(=O)c1cnccn1)[C@@H](C)CN([C@@H](C)CO)S2(=O)=O | 4 | 6
COC(=O)c1ccc(C(=O)N(Cc2ccccc2)c2ccccc2)cc1 | 1 | -5
CC1(CCc2ccccc2)NC(=O)N(Cc2cc([N+](=O)[O-])cc3c2OCOC3)C1=O (configuration not stated) | -4 | 6
c1ccc(-c2csc(Nc3cccnc3)n2)cc1 | 4 | -5
COc1ccc(N2CCN(C(=O)c3ccc(-c4nc5ccccc5s4)o3)CC2)cc1 | 12 | -5
C[C@H](CO)N1C[C@H](C)[C@@H](CN(C)S(=O)(=O)c2ccccc2)Oc2c(NC(=O)C3CCCCC3)cccc2C1=O | -8 | -1
FC(F)Oc1ccc(NC(=S)NCc2cccnc2)cc1 | -14 | -3

Next section, overlapping the part above by 3 compounds.
SMILES | TAG inh | TAG inh DAPI viability
COc1ccc(N2CCN(C(=O)c3ccc(-c4nc5ccccc5s4)o3)CC2)cc1 | 12 | -5
C[C@H](CO)N1C[C@H](C)[C@@H](CN(C)S(=O)(=O)c2ccccc2)Oc2c(NC(=O)C3CCCCC3)cccc2C1=O | -8 | -1
FC(F)Oc1ccc(NC(=S)NCc2cccnc2)cc1 | -14 | -3
Cc1cccc(N(CC(=O)NCc2ccc3c(c2)OCO3)C(=O)CCC(=O)Nc2ccccn2)c1 | 6 | 1
COc1ccc(N(CN2C(=O)C3CC=CCC3C2=O)C(=O)c2ccco2)cc1 (configuration not stated) | -5 | 4
CCN(CC)CCNc1c(C)cc(CO)c(Cl)c1C | -8 | 6
O=C(O)c1cccc(-c2ccc(/C=N/n3cnnc3)o2)c1 | 5 | 4
NNC(=O)c1ccc(S(=O)(=O)N2CCc3ccccc32)cc1 | 10 | -6
COc1ccccc1Cn1nnc2c(=O)[nH]c(C3CCN(C(=O)c4ccc(F)cc4)CC3)nc21 | 18 | -1
COCCN(CCOC)C(=O)COC(=O)c1cc([N+](=O)[O-])ccc1Cl | 6 | -3
O=S1c2ccccc2Sc2ccccc21 | -1 | -15
COc1ccc(CNC(=O)c2ccc(S(=O)(=O)N3CCCC3)cc2)cc1OC | 0 | -2
C[C@@H]1CCCCO[C@@H](CN(C)S(=O)(=O)c2ccc(F)cc2)[C@@H](C)CN([C@H](C)CO)C(=O)c2cc(NC(=O)c3ccccc3)ccc2O1 | 10 | 10
Cc1ccc(SCC(=O)Nc2c(Br)cnn2C)cc1 | -14 | -5
O=C(NCC1CCCN(Cc2cccc(OCCO)c2)C1)c1ccc(F)cc1 (configuration not stated) | -1 | -3
CCCS(=O)(=O)NCCc1cc2c(C)ccc(C)c2[nH]c1=O | 14 | -8
CN(Cc1cccs1)C(=O)C1CCN(S(=O)(=O)c2ccccc2)CC1 | -7 | 1
NS(=O)(=O)c1cc(C2(O)NC(=O)c3ccccc32)ccc1Cl (configuration not stated) | -6 | 3
CCOC(=O)c1cc2c(ccc3ccccc32)oc1=O | 5 | 32
COc1ccccc1CNC(=O)CSc1ccc(-c2cccc([N+](=O)[O-])c2)nn1 | -5 | 0
Cc1ccc([C@@H]2CC=C(C(=O)O)[C@H](c3ccc(Br)cc3)N2S(=O)(=O)c2ccc(C)cc2)cc1 | 9 | -2
OCCC1CN(Cc2cccn2-c2nccs2)CCN1Cc1ccccc1 (configuration not stated) | -6 | 10
COc1ccc(C(=O)NNC(=O)c2cc(C)[nH]n2)cc1 | -4 | -4
Cc1cc(C)cc(NC(=O)C2CCCN(S(=O)(=O)c3ccc4[nH]c(=O)ccc4c3)C2)c1 (configuration not stated) | 13 | -13
CC(C)CN(C(=O)COC(=O)c1ccc(Br)o1)c1c(N)n(Cc2ccccc2)c(=O)[nH]c1=O | -23 | -2
Cc1ccc(S(=O)(=O)Nc2c(C)n(C)n(-c3ccccc3)c2=O)c(C)c1 | -2 | -2
CC(=O)c1c(C)[nH]c(C(=O)CN2C(=O)NC(CCc3ccccc3)C2=O)c1C (configuration not stated) | 1 | -2
Cc1snc(SCC(=O)c2ccc(F)cc2)c1C#N | 6 | -1
O=C(CSc1ncn[nH]1)NCCCc1ccccc1 | -2 | -1
COc1ccc(C2=NO[C@@H]3C(=O)N(Cc4ccccc4)C(=O)[C@H]23)c(OC)c1 | 1 | 4
CCN(CC(=O)Nc1c(F)cccc1F)C(=O)CCc1nc2ccccc2c(=O)[nH]1 | -2 | -8
Cc1nn(CC#N)c(=O)n1-c1ccc(F)cc1 | -19 | 6
COc1ccc(CN2CCN(S(=O)(=O)c3ccccc3)CC2)cc1Br | -7 | 0
Cc1ccccc1C(C(=O)NC1CCCCC1)N(C(=O)c1ccccn1)c1cccnc1 (configuration not stated) | -8 | -1
Cc1ccc(C(=O)N=c2sccn2C)cc1S(=O)(=O)N1CCOCC1 | -3 | -5
Cc1nc2ncnn2c(N2CCCC(C(=O)Nc3ccccc3Br)C2)c1C (configuration not stated) | -10 | 1
C[C@H]1COC(=O)[C@H](Cc2ccc(F)cc2)CC/C=C/C[C@@H](CC(=O)N(CCO)Cc2ccccc2)C(=O)N1 | 15 | -4
Clc1ccc2nc(CSc3nnc4ccccn34)cn2c1 | 17 | -3
N=c1nc(SCCC(=O)O)ss1 | -4 | 3
CCS(=O)(=O)c1ccc2oc(SCC(=O)NCCC3=CCCCC3)nc2c1 | -6 | -1
O=C(N/N=C/c1cccc([N+](=O)[O-])c1)c1ccc2nc[nH]c2c1 | -6 | 8
CCCOc1ccc(N2C(=O)CC(SC(=NC)Nc3ccc(F)cc3)C2=O)cc1 (configuration not stated) | -6 | 8
CCCNC(=O)c1csc2c1CCCCC2 | -22 | 6
Cc1ccccc1OCC(=O)NNC(=O)Nc1ccccc1 | 0 | -8
CCOC(=O)C1CCCN(C(=O)c2cc(-c3ccc(F)cc3)nc3ccccc23)C1 (configuration not stated) | -21 | -5
Cc1ccc2c(c1)sc(=NC(=O)C1CC1)n2C | -11 | 8
Cc1nc2cc(-c3ccc(Cl)cc3)nn2c(C)c1CCC(=O)NCc1ccco1 | 4 | -2
Cc1cc(-c2cccs2)c(C#N)c(=S)[nH]1 | -5 | 6
Cn1c(=O)c2c([nH]c(OCc3ccc(Cl)cc3Cl)[n+]2Cc2ccc(F)cc2)n(C)c1=O | -1 | -13
O=[N+]([O-])c1cc(Cl)ccc1-c1nc(-c2ccncc2)no1 | 7 | -9
O=C(O)C1CSC2(c3ccc4c(c3)OCCO4)CCC(=O)N12 (configuration not stated) | -20 | 13
Cc1noc(NS(=O)(=O)c2ccc(NC(=O)c3ccc(N4C(=O)c5ccccc5C4=O)cc3)cc2)c1C | -6 | 8
COc1ccc(CNS(=O)(=O)CCNCCc2ccccc2)cc1 | 7 | -6
COCCNC(=S)N1CCC(C(=O)c2ccc(F)cc2)CC1 | -4 | 0
COc1ccc(/C=C(\C#N)C(=O)OC2CCOC2=O)cc1 (configuration not stated) | -10 | 9
O=C(N/N=C1\NC(=O)C(CO)(CO)S1)c1ccccc1 | 5 | 1
Oc1ccc(-c2cn3c(n2)SCC3)cc1O | -12 | 2
C/C(Cl)=C\Cn1c(NCCCn2ccnc2)nc2c1c(=O)n(C)c(=O)n2C | -3 | 4
COc1ccc(-c2cc(C(=O)NCc3cccs3)no2)cc1 | -17 | 5
O=c1c(Br)c(N2CCOCC2)cnn1-c1ccccc1 | 10 | -14
CN(CC(=O)NCCc1ccccc1)S(=O)(=O)c1cccs1 | -5 | 15
CCOC(=S)SCC(=O)N1CCc2cc(OC)c(OC)cc2C1C1C(=O)CC(C)(C)CC1=O (configuration not stated) | 2 | 50
CCN1C=C(C(=O)OC)C(c2cccc(OC)c2OC)C(C(=O)OC)=C1 | 25 | 26

Remaining list, next part:
SMILES | TAG inh | TAG inh DAPI viability
Cc1ccccc1NC(=S)N(CCN(C)C)C(C)c1ccco1 (configuration not stated) | -3 | 7
N/C(=N/OS(=O)(=O)c1ccc([N+](=O)[O-])cc1)c1ccncc1 | -2 | 1
COc1cc(CNc2ncnc3c2ncn3[C@H]2CN(Cc3cccc(C(F)(F)F)c3)C[C@@H](CO)O2)cc(OC)c1OC | 19 | -3
CCc1nnc(NC(=O)CSc2nnc(Cc3cccn3C)n2CCOC)s1 | -5 | 15
COC(=O)C1=C(Nc2cc(Cl)cc(Cl)c2)CSC1 | -3 | 3
COc1ccc(OC)c(NC(=O)CSc2nnc(-c3cccnc3)s2)c1 | -6 | 6
Oc1cccc(CCc2ccccn2)c1 | 4 | -5
O=C(O)Cn1ncc2ccccc2c1=O | -1 | -5
CCN(CC)S(=O)(=O)c1cccc(C(=O)N/N=C2\CCCC(=O)C2)c1 | 14 | 0
Cc1ccc(Cn2ccc(NC(=O)c3cc4nc(-c5ccco5)cc(C(F)(F)F)n4n3)n2)cc1 | 14 | 91
CCCN=C1N(C)C[C@@H]2[C@@H]3C(=O)N(Cc4ccccc4)C(=O)[C@@H]3[C@](C)(C(=O)OC)N12 | 2 | 9
Cc1cccc(Nc2ccncc2S(N)(=O)=O)c1 | -7 | 10
Cc1cc(C)nc(SCC(=O)NNC(=O)c2cccs2)n1 | 0 | 4
CN(C(=O)COc1ccccc1)c1ccc([N+](=O)[O-])cc1 | -9 | 4
COC(=O)C1CC2=C(CCCC2=O)NC1=O (configuration not stated) | -3 | 0
Cc1ccc(OCCNC(=O)CCNS(=O)(=O)c2ccc3ccccc3c2)cc1 | -7 | 5
CC(=O)c1cccc(NC(=O)c2ccc(NS(C)(=O)=O)cc2)c1 | 8 | -2
CC1(c2cccc3ccccc23)OC(=O)c2ccccc21 (configuration not stated) | -3 | 5
COc1ccc(NC(=O)CSc2nc3c(c(=O)[nH]2)CCC3)cc1OC | -6 | 0
CCCCc1cn([C@@H](CCCCNC(=O)OC(C)(C)C)C(=O)N2CCN(C(=O)OC(C)(C)C)CC2)nn1 | -11 | -9
COC(=O)CCC(=O)Nc1ccc(C)cc1OC(=O)CCC(=O)OC | -24 | 0
O=C1NCCOC(=O)[C@@H](Cc2ccc(F)cc2)CC/C=C/C[C@H]1CC(=O)N(CCO)Cc1ccccc1 | 2 | -2
Cc1ccc(NC(=O)/C(=C\c2cccnc2)NC(=O)c2ccco2)cc1 | 6 | -22
COc1ccc(NC(=O)CN(C)C(=O)c2ccc(NC3CC3)c([N+](=O)[O-])c2)cc1 | 3 | 2
CC(C)=CCC/C(C)=C/CNC(=O)C[C@H]1C[C@H](C(=O)N2CCOCC2)[C@@]2(C)c3[nH]c4cc(-c5ccco5)ccc4c3CCN2C1=O | 15 | -5
O=C(Cc1ccccc1)NCC(=O)N1CCN(c2ccccc2)CC1 | -11 | -4
N#CC1(NC(=O)COC(=O)CCCN=C2NS(=O)(=O)c3ccccc32)CCCCC1 | 11 | 6
O=C(c1cc2ccccc2o1)N(Cc1ccco1)Cc1cccs1 | -19 | -2
COc1ccc(OC)c(C(=O)COC(=O)c2cccnc2SC)c1 | -3 | 12
NS(=O)(=O)c1ccc(NC(=S)NCc2cccs2)cc1 | -13 | 11
Cc1cc(C)nc(Sc2nc(C)nc3c2oc2ccccc23)n1 | 0 | -2
Cc1ccc2oc(=O)n(CC(=O)OCCC(C)C)c2c1 | -4 | 2
Cc1ccc(C)c(N2C(=O)C3C4C=CC(CC4)C3C2=O)c1 (configuration not stated) | -4 | 10
CCOc1ccc(NC(=O)CNc2ccc(C)cc2Cl)cc1 | 15 | -16
Cc1cc(OCC(=O)NCc2nc(-c3ccccc3)no2)c(C)cc1Br | -11 | 5

Not all compounds are listed; the hit share may differ from the screen's.
